GCN5L2 inh: qHTS Assay for Inhibitors of GCN5L2; Histone acetyltransferase KAT2A (Homo sapiens), Q92830; Potency, µM (highest dose often 58.9 µM), for the others: top-dose activity change, negative = inhibition, actives largely listed as inhibitors; GCN5L2 HAT assay, ThioGlo1 CoA-SH fluorescence; AID 504327, 2011; 0.21% of 390,000 active
Target sequence (Q92830 whole entry, looked up): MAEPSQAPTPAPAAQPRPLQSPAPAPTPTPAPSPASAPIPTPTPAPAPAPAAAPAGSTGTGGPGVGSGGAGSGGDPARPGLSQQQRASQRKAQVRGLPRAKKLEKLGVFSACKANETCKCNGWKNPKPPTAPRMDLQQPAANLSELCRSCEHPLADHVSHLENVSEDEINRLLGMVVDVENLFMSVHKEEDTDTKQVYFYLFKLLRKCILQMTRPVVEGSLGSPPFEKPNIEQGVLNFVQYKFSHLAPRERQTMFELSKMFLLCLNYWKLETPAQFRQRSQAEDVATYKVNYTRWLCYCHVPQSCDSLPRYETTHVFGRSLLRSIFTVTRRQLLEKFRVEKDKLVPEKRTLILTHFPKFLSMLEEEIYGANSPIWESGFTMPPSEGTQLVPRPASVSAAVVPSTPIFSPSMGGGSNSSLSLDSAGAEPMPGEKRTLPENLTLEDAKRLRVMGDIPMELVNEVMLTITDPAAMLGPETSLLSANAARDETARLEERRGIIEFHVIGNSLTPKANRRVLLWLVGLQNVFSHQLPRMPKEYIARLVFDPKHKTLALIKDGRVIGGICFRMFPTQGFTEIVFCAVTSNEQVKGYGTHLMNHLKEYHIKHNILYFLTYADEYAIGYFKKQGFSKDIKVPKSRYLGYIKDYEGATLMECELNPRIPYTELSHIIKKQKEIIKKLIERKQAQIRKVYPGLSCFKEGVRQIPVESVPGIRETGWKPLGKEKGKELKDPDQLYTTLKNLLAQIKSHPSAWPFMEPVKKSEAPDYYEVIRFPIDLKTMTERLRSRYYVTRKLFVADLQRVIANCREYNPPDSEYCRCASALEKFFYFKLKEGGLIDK
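Enzyme at 20nM final was mixed with library compounds for 15 min at room temperature. Peptide H3(1-25) at 75uM, acetyl-CoA at 70uM and ThioGlo1 at 50uM were then added. Plates were read immediately and after 20 min (Ex340nm/Em540nm).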
N370S GC: qHTS Assay for Inhibitors and Activators of N370S glucocerebrosidase as a Potential Chaperone Treatment of Gaucher Disease; N370S GC spleen homogenate, 4MU-glucoside fluorescence; Potency, µM (titrated, usually from 59.4 µM), for the others: at the highest dose activity change, negative = inhibition, usual class: inhibitors; 0.092% of 330,000 active;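 note: 0% = full enzyme activity and -100% = no enzyme basal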
FEN1 inhibitor: qHTS Assay for the Inhibitors of Human Flap endonuclease 1 (FEN1). P39748. Recombinant FEN1 flap cleavage, fluorescence, 15 min. Potency, µM (series often up to 114 µM), for inactives: at the top dose activity change, negative = inhibition, most hits filed as inhibitors. 0.35% of 390,000 active. AID 588795, 2011; note: nearly all actives have a fitted effect of over 65% in size
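Compounds are tested as a concentration series against 10 nM FEN1; after a 15 min room-temperature preincubation, 50 nM substrate starts cleavage, with plate reads at 0 and 15 min. Normalized responses are fitted by a Hill equation.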
Active calls of the source: *; ? = inconclusive; . = no result given; & = joins results of further samples; [ ] = remark or other dose. Calls come from the whole dose curve; as a rule, active = well fitted curve in the direction sought with a large enough effect; inconclusive = small, poorly fitted or top-dose-only effect, or another doubt; inactive = no such curve, though single readings can be large; an effect the other way counts as inactive or inconclusive. Unless noted, % is set by controls: 0 for no effect and ±100 for the full control effect; potency is the fitted concentration of half-maximal effect.

Start of the listing, in advance, 5 compounds:
SMILES	GCN5L2 inh	N370S GC	FEN1 inhibitor
Cc1cc(C(=O)C(C)OC(=O)c2ccc(NC(=O)CC#N)cc2)c(C)n1-c1ccc(OC(F)F)cc1 (stereo not drawn)	-12%	.	-12%
COc1ccc(-c2nc(SCC(=O)NC3CCCC3)c(-c3ccccc3)[nH]2)cc1OC	-7%	.	-24%
COc1ccc(C(=O)NCCOc2cccc(Oc3ccccc3)c2)cc1OC	?	.	-13%
CC(C)Cn1c(N)c(C(=O)NCCN2CCOCC2)c2nc3ccccc3nc21	?	?	-19%
COc1ccc(NC(=O)CCCSc2nc(-c3ccco3)cc(C(F)(F)F)n2)cc1	0%	.	4%

The whole of this part, from the first entry:
SMILES	GCN5L2 inh	N370S GC	FEN1 inhibitor
Cc1cc(C(=O)C(C)OC(=O)c2ccc(NC(=O)CC#N)cc2)c(C)n1-c1ccc(OC(F)F)cc1 (stereo not drawn)	-12%	.	-12%
COc1ccc(-c2nc(SCC(=O)NC3CCCC3)c(-c3ccccc3)[nH]2)cc1OC	-7%	.	-24%
COc1ccc(C(=O)NCCOc2cccc(Oc3ccccc3)c2)cc1OC	?	.	-13%
CC(C)Cn1c(N)c(C(=O)NCCN2CCOCC2)c2nc3ccccc3nc21	?	?	-19%
COc1ccc(NC(=O)CCCSc2nc(-c3ccco3)cc(C(F)(F)F)n2)cc1	0%	.	4%
Cc1cc(C)cc(N(C(=O)Cc2cccs2)C(C(=O)NC2CCCCC2)c2ccccn2)c1 (stereo not drawn)	-2%	14%[12.8 µM]	3%
Clc1ccccc1CN1CCc2nc(N3CCN(c4ncccn4)CC3)ncc2C1	-8%	.	-19%
CCC(CC)c1nnc(NC(=O)C2=NNC(=O)CC2)s1	4%	1%	-2%
Cc1ccccc1N=C1N=C(N)c2ccccc21	-1%	2%	5%
Cc1cc(C)n(CC(=O)NNC(=O)c2cncc(Br)c2)n1	-3%	.	0%
O=C(NCC1CCN(Cc2cccc(Cl)c2)CC1)C1CCCN(c2ncnc3c2nc2n3CCCCC2)C1 (stereo not drawn)	-3%	-9%	-5%
COc1ccccc1C(=O)NC(=O)Nc1cccc(Cl)c1	-4%	-4%	-2%
O=S(=O)(NC1CC(NS(=O)(=O)OCC(Cl)(Cl)Cl)C2CCCCC12)OCC(Cl)(Cl)Cl (stereo not drawn)	-6%	-4%	-5%
COc1cccc(COC(=O)Nc2ccccc2F)c1	-4%	0%	-2%
COC(=O)/C(C#N)=C/c1c(N2CCN(Cc3ccc4c(c3)OCO4)CC2)nc2c(C)cccn2c1=O	-7%	-9%	0%
CN1CCN(c2ncncc2-c2ccccc2Cl)CC1	-9%	-9%	.
CCOc1ccc(CCNC(=O)CSc2cc(=O)n(C)c3ccc(Cl)cc23)cc1OCC	2%&89%	-1%	10%&-1%
CCCN(C(=O)Cc1coc2cc(C)c(C)cc12)c1c(N)n(Cc2ccccc2)c(=O)[nH]c1=O	-3%	-8%	0%
COc1nsnc1N1CCOCC1	3%	-19%	2%
CCc1nn(C(CC)C(=O)NCCc2ccc(OC)cc2OC)c(=O)c2cc3occc3n12 (stereo not drawn)	11%	-2%	11%
CCOC(=O)N1CCN(C2CCCN(C(=O)c3ccccc3N(C)C)C2)CC1 (stereo not drawn)	-17%	0%	4%
CC(=O)c1cccc(NC(=O)C2CCN(S(=O)(=O)c3ccc4[nH]c(=O)ccc4c3)CC2)c1	-3%	.	2%
COC(=O)c1ccc(OC)c(CN2CCCN(Cc3ccc(C)cc3)S2(=O)=O)c1	-11%	.	-3%
CC(=O)c1cn(CC(=O)NCc2ccc3c(c2)OCO3)c2ccccc12	-2%	0%	3%
Cc1ccc2nc(-c3ccc(C)c(NC(=O)Cc4ccccc4)c3)oc2c1	-8%	.	0%
CN(C)c1ccc(C=NCCc2ccc(S(N)(=O)=O)cc2)cc1	-8%	-1%	4%
NC(=O)NC(=O)COC(=O)c1ccc2c(c1)C(=O)N(Cc1ccccc1)C2=O	0%	-1%	11%
Cc1cccc(NC(=O)C2CCCN(S(=O)(=O)c3ccc(-n4cnnn4)cc3)C2)c1 (stereo not drawn)	-3%	2%	-7%
O=C(c1ccco1)n1nc(-c2ccc(Cl)cc2)nc1NCc1ccccc1	11%	.	5%
Cc1ccc(OCC(=O)NCC2(N3CCOCC3)CCCCC2)cc1C	-4%	.	4%
COC(=O)CCC(=O)N1CCCC(N2CCN(c3ccc(OC)cc3)CC2)C1 (stereo not drawn)	-8%	2%	17%
Cc1ccccc1NC(=O)C1CC(=O)N(c2ccccc2F)C1 (stereo not drawn)	-5%	11%	-2%
Cc1[nH]n2c(=O)cc(C(C)(C)C)nc2c1-c1ccccc1	5%	-11%	4%
COc1ccc(NC(=O)c2c(NCc3ccc(C)o3)sc3c2CCC(C)C3)cc1 (stereo not drawn)	-13%	.	-5%
COc1ccc(NC(=O)CN2CCN(c3ccc(Cl)cc3)CC2)c(OC)c1	-15%	-4%	-7%
Cc1c(Cl)cccc1NC(=O)C(C)n1nnc2sc3c(c2c1=O)CCCC3 (stereo not drawn)	-6%	.	-5%
COc1ccc(CCN(C)Cc2ccc(OC)c(OCc3ccccc3)c2)cc1OC	-9%	1%	4%
CC(=O)Nc1ccc(Nc2c([N+](=O)[O-])c(=O)n(-c3ccccc3)c3ccccc23)cc1	-12%	-18%	1%
C#CCOC(=O)c1ccccc1C(=O)n1nnc2ccccc21	-14%	-4%	-5%
CCCN1CNC(=S)N(c2cccc(C)c2C)C1	-3%	13%	0%
COc1ccc(C(=O)Nc2c(N)nc(SCC(=O)N3CCC(C)CC3)[nH]c2=O)cc1OC	-2%	-6%	22%
Cc1ccc(C)c(NC(=O)CN2CCSc3ccc(S(=O)(=O)N4CCCC4)cc32)c1	4%	.	-4%
O=C(CC1SC2=NCCN2C1=O)Nc1ccc(Cl)cc1 (stereo not drawn)	-6%	7%	0%
CCOC(=O)N1CCC2(O)CCCCC2C1c1ccc(F)cc1 (stereo not drawn)	1%	6%	-20%
COc1ccc(OC)c(-n2c(=S)[nH]c3c(sc(=S)n3-c3ccccc3)c2=O)c1	-13%	-8%	1%
COc1ccc(C(C)=O)cc1CSc1nnc(-c2ccccc2O)n1-c1ccccc1	2%	28%	-2%
CCCCN(C(=O)Cc1cccs1)c1nnc(-c2cccnc2)s1	-6%	-3%	2%
CCCOC(=O)c1cc2ccccc2oc1=O	-9%	-1%	-2%
CC(C)Oc1ccc(C(=O)NCC(=O)N2CCN(S(=O)(=O)/C=C/c3ccccc3)CC2)cc1	-5%	.	-17%
Cc1ccc(C(=O)CC2(O)C(=O)N(CCc3ccccc3)c3ccc(Br)cc32)o1 (stereo not drawn)	-9%	-6%	4%
O=C(NCc1n[nH]c(=S)n1-c1ccc(F)cc1)c1ccco1	5%	0%	-8%
Cc1ccc(-n2[nH]c(C)c(/C=N/Nc3ccc([N+](=O)[O-])cc3[N+](=O)[O-])c2=O)cc1	-6%	-14%	-25%
O=C(O)CC(NC(=O)OCc1ccccc1)c1ccc(Br)cc1 (stereo not drawn)	1%	-23%	3%
CC(C)C(=O)NC(c1cccc([N+](=O)[O-])c1)c1ccc2cccnc2c1O (stereo not drawn)	-2%	-11%	2%
Cc1cc(C)nc(SCc2cn3c(C)cccc3n2)n1	2%	2%	0%
COc1ccc(S(=O)(=O)N(CC(=O)NCc2ccco2)c2ccccc2OC)cc1	-17%	-4%	-8%
Cc1c(C(=O)N2CCN(c3ccccc3)CC2)oc2c(F)cccc12	-10%	2%	-6%
c1ccc(Nc2nnc(SCc3cccc4ccccc34)s2)cc1	-7%[0.501 µM]	5%	-9%
O=C(O)c1cccc(NC(=O)C2CCCO2)c1 (stereo not drawn)	-7%	5%	1%
Fc1ccc(-c2ccc(NCCN3CCOCC3)nn2)cc1	0%	-13%	19%
Other structures
SMILES	GCN5L2 inh	N370S GC	FEN1 inhibitor
Cc1ccc2nsnc2c1NC(=S)NC(=O)c1ccco1	1%	-1%	-7%
CCc1ccc(OCC(=O)N/N=C\c2ccco2)c([N+](=O)[O-])c1	-22%	20%	-10%
Cc1cc(C(=O)OCC(=O)Nc2ccccc2Br)c(C)o1	-3%	.	1%
CC(/C=C/C=C/c1ccccc1)=N/NC(=O)CNc1ccc(C)cc1	-9%	-2%	-1%
CC(=O)NCC(=O)NC1CCCc2c1cnn2-c1ccc(C(C)(C)C)cc1 (stereo not drawn)	-3%	0%	13%
COc1ccc(C2c3[nH]c4ccccc4c3C[C@H]3C(=O)N(C)CC(=O)N23)cc1OC (stereo partly drawn)	19%	-4%	-3%
COC(=O)c1ccc(Cl)c(NC(=O)NC2CCCCC2)c1	2%	-6%	1%
O=C(N/N=C/c1cccs1)c1cccc(NC(=O)c2ccccc2Cl)c1	10%	4%	7%
Cc1ccc(NC(=O)CCNS(=O)(=O)c2ccccc2)c(C(=O)c2ccccc2)c1	2%	4%	-11%
O=C(COC(=O)c1cc(Br)ccc1Cl)NC(=O)NCc1ccccc1	-4%	4%	10%
O=C(CNC(=O)c1ccncc1)Nc1ccc(F)c(F)c1	-2%	1%	-7%
O=C(NNC(=O)C1CCN(S(=O)(=O)c2c(Cl)cccc2Cl)CC1)c1ccccc1O	1%	-12%	-5%
Cc1cc(C)n2ncc(-c3cccc(Br)c3)c2n1	-5%	-1%	-4%
CCCCCOC(=O)CSc1nc2sc3c(c2c(=O)n1-c1ccccc1)CC(C)(CC)OC3 (stereo not drawn)	-7%	.	?
O=c1oc2ccccc2c2c1cnc1ccccc12	-1%	.	?
Cc1cc(SCC(=O)N(C)CC(=O)Nc2ccc(F)cc2)nc2ccccc12	-4%	-17%	-10%
Cc1nn(Cc2ccccc2)c(Cl)c1/C=C/C(=O)OC(C)C(=O)N1CCCC1 (stereo not drawn)	-7%	2%	9%
Cc1c(C(=O)NCCN(C)C)oc2c1-c1nn(Cc3ccccc3Cl)cc1CC2	-13%	.	5%
COc1ccc(Oc2cn[nH]c2-c2ccc(OCC(=O)NN)cc2O)cc1	25%	3%	2%
Cc1cc(SCNC(=O)c2ccccc2)nc(C(C)C)n1	26%	-12%	2%
Cc1cc(C)nc(N/N=C/c2cn[nH]c2-c2ccccc2)n1	-3%	2%	-12%
CC(=O)Nc1ccc(S(=O)(=O)Oc2cccc(/C=C3\SC(N)=NC3=O)c2)cc1	2%	-2%	-9%
CC(C)c1ccc2nc(N)sc2c1	-16%	9%	2%
CSc1cccc(N2CC(C(=O)Nc3cccc(S(=O)(=O)N4CCCC4)c3)CC2=O)c1 (stereo not drawn)	-3%	1%	-5%
O=C1NN(c2ccccc2)C(=O)/C1=C\c1coc2ccc(O)cc2c1=O	-2%	-4%	-8%
Cc1nc(SCC(=O)Nn2c(-c3ccccc3)nc3ccccc3c2=O)n[nH]1	3%	1%	2%
Cc1[nH]n(-c2ccccc2)c(=O)c1/C=N/N(C)c1ccccc1	0%	-26%	-7%
Cc1cc(C)c2c(N)c(S(=O)c3ccc(C(C)(C)C)cc3)sc2n1 (stereo not drawn)	-13%	-15%	-16%
O=C(Nc1cc(Cl)ccc1Cl)C1CC(=O)N(c2ccccc2)C1 (stereo not drawn)	-5%	-3%	8%
O=C(CCn1cccc1)Nc1nccs1	-7%	3%	-12%
COC(=O)CSc1nnc(-c2ccc3c(c2)OCO3)n1C	-4%	5%	1%
COc1cc(/C=C/C(=O)OCC(=O)NC(=O)NC(C)C)cc(OC)c1OC	-6%	-7%	-1%
CCn1ccnc1CN(C)Cc1cn(-c2ccccc2)nc1-c1ccc(OC)cc1F	-12%	10%	-19%
CS(=O)(=O)c1ncc(N(Cc2ccccc2)Cc2ccco2)c(C(=O)Nc2cccc(C(F)(F)F)c2)n1	-15%	.	-19%
Cc1cc(C)c(Cn2cnc3nc4c(cc3c2=O)CCCC4)c(C)c1	1%	.	-12%
C/C=C/C=C/C(=O)O	-4%&45%	-1%	-3%

Retrieved one by one from above:
SMILES	GCN5L2 inh	N370S GC	FEN1 inhibitor
O=C(CCn1cccc1)Nc1nccs1	-7%	3%	-12%
Cc1cc(C)c2c(N)c(S(=O)c3ccc(C(C)(C)C)cc3)sc2n1 (stereo not drawn)	-13%	-15%	-16%

New compounds follow:
SMILES	GCN5L2 inh	N370S GC	FEN1 inhibitor
N[C@@H](CS(=O)O)C(=O)O	3%&11%&-12%&-6%	-3%&7%&11%&-7%	.
Cc1ccc(Nc2nnc(SCC(=O)c3c(N)n(C4CC4)c(=O)[nH]c3=O)s2)cc1C	-5%	.	-15%
COC(=O)c1ccccc1NS(=O)(=O)c1cc2c3c(c1)CC(=O)N3CCC2	1%	.	16%
COc1ccccc1C(=O)NCCC(=O)NCCc1ccccc1	-4%	-16%	0%

Structural class: the compounds so far containing a CF3 group.
SMILES	GCN5L2 inh	N370S GC	FEN1 inhibitor
COc1ccc(NC(=O)CCCSc2nc(-c3ccco3)cc(C(F)(F)F)n2)cc1	0%	.	4%
CS(=O)(=O)c1ncc(N(Cc2ccccc2)Cc2ccco2)c(C(=O)Nc2cccc(C(F)(F)F)c2)n1	-15%	.	-19%
